Screening results (PubChem)
T cruzi growth: T. cruzi intracellular proliferation inhibitors, primary screen, cell-based, beta-gal Tulahuen parasites, NIH3T3 host, luminescence | T. cruzi beta-gal in NIH3T3, GalScreen luminescence, 90 h | inhibition, % at 8.34 µM | 77,000 compounds, 5.9% hits;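 active means mean inhibition above about 93%, with at least 55% of replicates each passing it, limit read from the data, passing the limit was not always enough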
C diff growth: C. difficile growth inhibitors, primary screen, HTS. growth activity, negative = inhibition, % at 16 µg/mL (by protocol). Clostridium difficile clinical isolate growth, OD600, 24 h; stronger effect = lower value. AID 1259249, 2017. 86,000 compounds, 0.25% hits;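 active means mean growth activity at or below -80% and every replicate also at or below -80%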;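 further: 0% = DMSO wells and -100% = levofloxacin 16 µg/mL wells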
KDM4C inh: inhibitors of GASC-1 (KDM4C) histone demethylase, primary screen, biochemical, single concentration HTS | Lysine-specific demethylase 4C (Homo sapiens), Q9H3R0 | inhibition, % at 12.5 µM | AID 720574, 2013 | 96,000 compounds, 0.15% hits | GST-KDM4C 2-372, H3K9me3 peptide, LANCE TR-FRET;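 active means mean replicate inhibition above about 25%, with at least 55% of replicates also reaching it, limit read from the data, passing the limit was not always enough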
Target sequence (Q9H3R0 2-372 limits assumed): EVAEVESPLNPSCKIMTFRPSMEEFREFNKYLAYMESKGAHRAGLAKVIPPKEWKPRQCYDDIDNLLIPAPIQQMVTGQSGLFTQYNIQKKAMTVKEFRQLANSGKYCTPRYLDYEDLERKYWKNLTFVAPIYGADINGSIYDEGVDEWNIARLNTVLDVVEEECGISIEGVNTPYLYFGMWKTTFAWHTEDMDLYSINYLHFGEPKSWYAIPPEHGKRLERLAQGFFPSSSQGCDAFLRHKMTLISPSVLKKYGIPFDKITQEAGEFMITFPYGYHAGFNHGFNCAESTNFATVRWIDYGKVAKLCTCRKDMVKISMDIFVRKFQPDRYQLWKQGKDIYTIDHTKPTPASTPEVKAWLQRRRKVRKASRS
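Test system – GST-tagged GASC-1 (JMJD2C) catalytic fragment, aa 2-372 · Medium – HEPES buffer, pH 7.5, plus ascorbate · Reagent – H3K9me3 peptide with Fe(II)/2OG · Compound – one test concentration per compound · Timing – 30 min reaction, 60 min detection, RT · Technique – TR-FRET with Eu antibody and ULight streptavidin, EDTA stop · Read-out basis – inhibition from TR-FRET ratio decrease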
Pf Dd2 inh: P. falciparum Dd2 growth inhibitors, primary screen, SYBR Green fluorescence, single dose replicates. activity change, % at 10 µM. AID 1159554, 2015. 94,000 compounds, 2.3% hits. 72 h; stronger effect = lower value; in the data active means activity change below about -80%
Numbers without * were called inactive; / = no result given; & = joins results of further samples.

structure	KDM4C inh	C diff growth	Pf Dd2 inh	T cruzi growth
Cc1cccc(CN(C)C[C@H]2OCc3cn(nn3)CCCC(=O)N([C@H](C)CO)C[C@@H]2C)c1	0.5	-3	21	-69
CC=Cc1ccc2n(c1=O)C[C@H]1[C@H](CO)[C@@H](C(=O)N[C@H](C)c3ccccc3)[C@@H]2N1CC1CC1 (mixture of isomers)	1.5	-8	-1	6
COc1ccc(NC(=O)N[C@H]2CC[C@H](CCn3cc(-c4ccccc4)nn3)O[C@@H]2CO)cc1	-1.1	4	-34	-21
COc1ccc(NC(=O)Nc2ccc3c(c2)C(=O)N([C@H](C)CO)C[C@H](C)[C@H](CN(C)Cc2ccc(C(F)(F)F)cc2)O3)cc1	-2.5	11	10	66
C[C@H]1CN([C@@H](C)CO)S(=O)(=O)c2ccc(-c3cccnc3)cc2O[C@H]1CN(C)Cc1ccccn1	1.0	-3	-1	55
CCC(=O)N(C)C[C@H]1Oc2cc(-c3cccc(OC)c3)ccc2S(=O)(=O)N([C@H](C)CO)C[C@@H]1C	-1.7	-1	11	29
CCC(=O)N[C@H]1CC[C@H](CC(=O)NCC2CCCCC2)O[C@H]1CO	-1.1	/	1	41
O=C(N[C@@H]1CC[C@@H](CCNC(=O)c2ccccc2F)O[C@@H]1CO)c1ccc2c(c1)OCO2	0.1	-2	11	/
COc1ccc(NC(=O)Nc2ccc3c(c2)CC(=O)N([C@H](C)CO)C[C@H](C)[C@H](CN(C)S(=O)(=O)c2ccccc2)O3)cc1	-0.2	13	-11	11
Cc1ccc(S(=O)(=O)Nc2ccc3c(c2)CC(=O)N([C@H](C)CO)C[C@H](C)[C@H](CN(C)C(=O)Nc2ccc(C(F)(F)F)cc2)O3)cc1	-5.8	-2	-17	31
CCc1csc(N2[C@@H](C#N)[C@@H](c3ccc(C4=CCCC4)cc3)[C@@H]2CO)n1	-1.6	5	-30	101*
COc1ccc(S(=O)(=O)Nc2ccc3c(c2)CC(=O)N([C@H](C)CO)C[C@H](C)[C@H](CN(C)Cc2ccc(C(=O)Nc4ccccc4N)cc2)O3)cc1	0.1	-4	-81*	50
COCC(=O)N1CCCCN2[C@H](C1)[C@H](c1ccc(-c3cccc(C)c3)cc1)[C@@H]2CO	0.7	-9	5	89
CCC(=O)N1CC2(C1)[C@H](c1ccccc1)[C@H](CO)N2Cc1ccccc1F	0.1	-1	-18	/
CC(=O)N1CCCCN2[C@H](CO)[C@H](c3ccc(-c4cccc(C(=O)N(C)C)c4)cc3)[C@H]2C1	0.4	-3	-10	-75
C[C@H](CO)N1C[C@H](C)[C@@H](CN(C)Cc2ccc(-c3ccccc3)cc2)Oc2ccc(NS(=O)(=O)c3ccc(F)cc3)cc2CC1=O	-1.0	/	-59	64
C[C@H]1CN([C@@H](C)CO)C(=O)c2cccc(NS(=O)(=O)c3ccc(Cl)cc3)c2O[C@H]1CN(C)C(=O)NC1CCCCC1	8.7	-2	3	39
C[C@H](CO)N1C[C@H](C)[C@H](CN(C)C(=O)Nc2cccc3ccccc23)Oc2c(NC(=O)c3cnccn3)cccc2C1=O	1.7	-1	0	37
C[C@@H]1CN([C@@H](C)CO)C(=O)c2cccc(NS(=O)(=O)c3cccs3)c2O[C@@H]1CN(C)Cc1ccncc1	1.7	-7	6	-49
COc1ccc(S(=O)(=O)Nc2cccc3c2O[C@H](CN(C)C(=O)NC(C)C)[C@@H](C)CN([C@H](C)CO)C3=O)cc1	0.0	7	11	-8
CO[C@@H]1CN(C)C(=O)c2ccc(NC(=O)Nc3cccc(F)c3)cc2OC[C@H](C)N(C)C[C@@H]1C	0.3	-3	/	-42
O=C(Nc1ccc2c(c1)OCO2)N[C@@H]1CC[C@@H](CC(=O)N2CCN(c3ccccc3)CC2)O[C@H]1CO	0.2	-3	4	-8
Cc1noc(C)c1NC(=O)Nc1ccc2c(c1)CC(=O)N([C@H](C)CO)C[C@H](C)[C@H](CN(C)S(=O)(=O)c1ccccc1)O2	0.1	-5	17	28
COc1ccc(NC(=O)N2CCCCN3[C@H](C2)[C@H](c2ccc(C4=CCCC4)cc2)[C@@H]3CO)cc1	/	-7	-24	48
CC(C)C#Cc1ccc([C@H]2[C@H]3CN(S(=O)(=O)c4ccccc4)CC(=O)N3[C@H]2CO)cc1	0.8	2	-70	/
Cc1noc(C)c1S(=O)(=O)N(C)C[C@H]1Oc2ccc(NC(=O)CCN3CCOCC3)cc2CC(=O)N([C@@H](C)CO)C[C@H]1C	10	-6	-72	/
Cc1noc(C)c1S(=O)(=O)Nc1ccc2c(c1)C(=O)N([C@@H](C)CO)C[C@H](C)[C@H](CN(C)S(=O)(=O)c1cccs1)O2	3.8	-10	-14	-14
Cc1ccc(-c2ccc([C@H]3[C@@H](CO)N4CCCCN(C(=O)c5ccncc5)C[C@H]34)cc2)cc1	-0.1	6	22	11
Cc1noc(C)c1NC(=O)Nc1ccc2c(c1)C(=O)N(C)[C@H]1CC[C@H](CC(=O)N(C)C)O[C@H]1CO2	1.5	-3	5	2
CC(=O)N(C)C[C@@H]1Oc2ncc(C#CCC3CCCC3)cc2C(=O)N([C@H](C)CO)C[C@H]1C	-0.7	-2	-2	23
C[C@H](CO)N1C[C@H](C)[C@@H](CN(C)C(=O)Nc2ccc(F)cc2)OCc2cn(nn2)CCCC1=O	-0.5	0	-10&-3	16&10
COc1ccc2c3c([nH]c2c1)[C@@H](CO)N(C(=O)Nc1ccc(F)cc1)CC31CCN(CC2CC2)CC1	0.1	9	-47	/
COc1ccc2c3c(n(C)c2c1)[C@H](CO)NCC31CN(C(=O)CC2CC2)C1	-0.6	9	-6	/
C/C=C/c1ccc([C@H]2[C@@H](CO)N(CC3CCCC3)[C@@H]2CNC(=O)NC(C)C)cc1	-0.9	32	-94*	/
C[C@@H]1CN([C@@H](C)CO)S(=O)(=O)c2ccc(-c3ccc(C(=O)N(C)C)cc3)cc2O[C@H]1CN(C)C(=O)C1CCC1	-0.4	1	-36	1
CS(=O)(=O)Nc1ccc2c(c1)[C@H]1C[C@H](CC(=O)NCc3ccccn3)O[C@@H](CO)[C@H]1O2	-0.6	1	4	11
CC(C)NC(=O)N(C)C[C@@H]1Oc2ccc(NC(=O)Cc3ccccc3)cc2CC(=O)N([C@H](C)CO)C[C@H]1C	-0.4	-3	18	/
Cc1noc(C)c1S(=O)(=O)N(C)C[C@@H]1Oc2ccc(NC(=O)CCC(F)(F)F)cc2CC(=O)N([C@H](C)CO)C[C@@H]1C	0.1	3	10	36
C[C@H](CO)N1C[C@H](C)[C@@H](CN(C)C(=O)Nc2ccccc2C(F)(F)F)OCc2ccccc2-c2c(n(C)c3ccccc23)C1=O	/	66	-30	/
Cn1cnc(S(=O)(=O)N[C@@H]2CC[C@H](CC(=O)N3CCN(c4ccccc4)CC3)O[C@@H]2CO)c1	-0.2	/	31	-42
COCC(=O)N[C@H]1C=C[C@H](CC(=O)NCc2ccccc2OC)O[C@@H]1CO	0.5	-2	10	2
C[C@@H]1CN([C@H](C)CO)C(=O)c2cc(NC(=O)Cc3cn(C)c4ccccc34)ccc2O[C@H]1CN(C)C(=O)Nc1ccc(F)cc1	-3.8	2	-48	44
COc1ccc(NC(=O)N2CCCCN3[C@H](CO)[C@@H](c4ccc(C5=CCCCC5)cc4)[C@H]3C2)cc1	2.9	42	-35	117*
CN(C)CC(=O)N1CCCCN2[C@H](CO)[C@H](c3ccc(/C=C/c4ccccc4)cc3)[C@H]2C1	-1.3	25	-71	32
CN1CCCCN2[C@H](CO)[C@@H](c3ccc(-c4cccnc4)cc3)[C@H]2C1	0.3	-5	34	29
C[C@H]1CCCCO[C@@H](CN(C)C(=O)c2ccncc2)[C@@H](C)CN([C@@H](C)CO)C(=O)c2cc(NS(C)(=O)=O)ccc2O1	-0.3	-5	15	3
CCNC(=O)[C@H]1[C@H](CO)[C@H]2Cn3c(ccc(-c4ccccc4F)c3=O)[C@H]2N1C	0.7	-4	-8	6
O=C(NC1CCCC1)[C@H]1[C@H](CO)[C@H]2Cn3c(cccc3=O)[C@@H]1N2Cc1cc(F)ccc1F	-1.3	4	2	64
CNC(=O)C[C@H]1CC[C@H]2[C@@H](COC[C@@H](O)CN2C(=O)c2ccccn2)O1	-0.1	/	1	-4
O=C(C[C@H]1CC[C@H](NC(=O)C2CCOCC2)[C@H](CO)O1)Nc1nccs1	1.3	/	7	8
COC(=O)C[C@H]1CC[C@@H]2[C@@H](COc3ccc(NC(=O)c4ccccc4)cc3C(=O)N2C)O1	0.8	2	1	14
O=C(c1ccccc1)N1CC2(C1)[C@@H](c1ccccc1)[C@@H](CO)N2Cc1ccccn1	-0.1	-4	10	/
C(=C\c1ccc(C2[C@H]3CNC[C@@H]2N3Cc2cncnc2)cc1)/c1ccccc1 (stereo partly specified)	-1.1	-12	9	/
CNC[C@H]1Oc2ccc(NC(=O)CCCN(C)C)cc2C(=O)N([C@@H](C)CO)C[C@H]1C	4.4	-3	3	22
O=C(N[C@H]1CC[C@@H](CCNC(=O)C2CCC2)O[C@@H]1CO)c1ccncc1	4.4	1	-1	/
C[C@H]1CN([C@@H](C)CO)C(=O)c2cc(NS(=O)(=O)c3ccc(Cl)cc3)ccc2O[C@@H]1CN(C)C(=O)Nc1ccc2c(c1)OCO2	-3.6	7	-9	-119

(further entries)
structure	KDM4C inh	C diff growth	Pf Dd2 inh	T cruzi growth
CO[C@H]1CN(C)C(=O)c2cc(NC(=O)C3CC3)ccc2OC[C@@H](C)N(C(=O)c2ccccc2F)C[C@H]1C	-0.5	2	-6	-8
C[C@H](O)C#Cc1ccc2c(c1)O[C@@H](CN(C)C(=O)CN(C)C)[C@@H](C)CN([C@@H](C)CO)S2(=O)=O	2.2	2	3	11
C[C@H](CO)N1C[C@H](C)[C@@H](CN(C)CC2CC2)Oc2ccc(NC(=O)C3CC3)cc2CC1=O	1.7	-1	7	-11
C[C@@H]1CN([C@@H](C)CO)C(=O)c2ccccc2-c2ccccc2CO[C@@H]1CN(C)C(=O)Nc1cccc(Cl)c1Cl	-3.4	-6	-65	/
Cc1cc(C(=O)Nc2cccc3c2O[C@@H](CN(C)Cc2ccc(-c4ccccc4)cc2)[C@@H](C)CN([C@@H](C)CO)C3=O)n(C)n1	-0.2	0	-24	2
C[C@H]1CN([C@@H](C)CO)C(=O)c2cccc(NC(=O)C3CC3)c2O[C@@H]1CN(C)C(=O)Nc1ccc(F)cc1	1.5	-2	12	19
C[C@H](CO)N1C[C@H](C)[C@@H](CN(C)C(=O)Nc2cccc(F)c2)OCc2cnnn2CCCC1=O	0.9	3	-31	5
CO[C@@H]1CN(C)C(=O)c2cc(NS(C)(=O)=O)ccc2OC[C@H](C)N(Cc2cccnc2)C[C@H]1C	0.8	/	/	29
CN(C)C(=O)[C@@H]1[C@@H](CO)[C@@H]2Cn3c(ccc(C4=CCCCC4)c3=O)[C@H]1N2C	0.6	-7	13	83
O=C(C[C@H]1CC[C@@H]2[C@H](COC[C@H](O)CN2S(=O)(=O)c2ccc(F)cc2)O1)NCc1ccc(Cl)c(Cl)c1	-0.8	0	-4	8
Cc1ccccc1-c1cnc2c(c1)C(=O)N([C@@H](C)CO)C[C@@H](C)[C@H](CN(C)Cc1cccnc1)O2	-0.9	1	12	41
CCCC#Cc1ccc2c(c1)O[C@@H](CN(C)C(=O)NC(C)C)[C@H](C)CN([C@H](C)CO)S2(=O)=O	-0.8	1	-28	42
CC(C)NC(=O)N(C)C[C@H]1Oc2ccc(NC(=O)CCCCCC(=O)Nc3ccccc3N)cc2C(=O)N([C@@H](C)CO)C[C@H]1C	-1.1	0	10	/

Reprinted at random: five compounds from above.
structure	KDM4C inh	C diff growth	Pf Dd2 inh	T cruzi growth
CC(C)NC(=O)N(C)C[C@H]1Oc2ccc(NC(=O)CCCCCC(=O)Nc3ccccc3N)cc2C(=O)N([C@@H](C)CO)C[C@H]1C	-1.1	0	10	/
CCCC#Cc1ccc2c(c1)O[C@@H](CN(C)C(=O)NC(C)C)[C@H](C)CN([C@H](C)CO)S2(=O)=O	-0.8	1	-28	42
Cc1ccccc1-c1cnc2c(c1)C(=O)N([C@@H](C)CO)C[C@@H](C)[C@H](CN(C)Cc1cccnc1)O2	-0.9	1	12	41
O=C(C[C@H]1CC[C@@H]2[C@H](COC[C@H](O)CN2S(=O)(=O)c2ccc(F)cc2)O1)NCc1ccc(Cl)c(Cl)c1	-0.8	0	-4	8
CN(C)C(=O)[C@@H]1[C@@H](CO)[C@@H]2Cn3c(ccc(C4=CCCCC4)c3=O)[C@H]1N2C	0.6	-7	13	83
